Assay outcomes from PubChem BioAssay.
Chronic BCR inh = blocks chronic active B-cell receptor signaling; ABC-DLBCL IkBa-CBG/CBR reporter, luminescence ratio, 4 h; Potency, µM (highest dose often 46.1 µM), for inactives: at the highest dose ratio change, negative = lower green/red ratio, hits mostly inhibitors; 0.05% of 340,000 active; AID 493014; active = well fitted inhibition curve with a large enough effect in the signal ratio, with a control signal flat, not every such curve was filed as active; inconclusive = small, poorly fitted or top-dose-only effect, or effect the other way, or a change in a side signal; the % refers to the signal ratio;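 also: potency is read from the fitted curve at half-maximal effect; plate controls were basal doxycycline-induced cells for no effect and cells given 10 µM MG132 for full effect; MG132 reads +100%, hits lower the ratio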
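TMD8 ABC-DLBCL cells carrying doxycycline-inducible green luciferase fused to IkappaBalpha plus unfused red luciferase were exposed to compounds (up to 46 uM) for 4 hrs at 37C. Activity came from the overlap-corrected green/red luminescence ratio.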
USP2a block = USP2a (human) protease inhibition; O75604; USP2 core, Ub-CHOP2 coupled fluorogenic reporter, 485/531; Potency, µM (top dose mostly 38.3 µM), for the others: at the highest dose activity change, negative = inhibition, usual class: inhibitors; 0.01% of 330,000 active;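 also: potency is read from the fitted curve at half-maximal effect; plate controls were DMSO wells for no effect and full inhibition by NEM control for full effect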
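USP2 core (10nM final) preincubated 30min RT with compound in 20mM Tris-HCl pH 8.0, 2mM CaCl2, 2mM beta-mercaptoethanol, 0.05% CHAPS; 25nM Ub-CHOP2 plus 25nM reporter substrate added, fluorescence (Ex485/Em531) read after 60min.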
Giardia killer = kills Giardia lamblia; AID 540267; 0.15% of 340,000 active; Giardia lamblia trophozoite viability; activity change, % at 7.66 µM, hits read low; in the data active = activity change below about -80%; inconclusive = between about -30% and that limit;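 also: parasites exposed to compound for two days anaerobically before the ATP read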
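Each well holds 100 Giardia trophozoites and compound. After two days (48 hrs) at 37 deg C in anaerobic conditions, ATP is quantified by luminescence.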
B2AR arrestin = beta2AR (human) beta-arrestin recruitment activity. P07550. beta-arrestin recruitment to beta2AR, cell-based reporter. Potency, µM (highest dose often 46.1 µM), for the others: top-dose activation, actives largely listed as activators. 0.02% of 330,000 active. AID 492947;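 also: potency is read from the fitted curve at half-maximal effect; 0% = DMSO controls and full agonism = EC100 isoproterenol or metaproterenol; nearly all actives have a fitted effect of over 65% in size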
Eya2 inh = Eya2 (human) phosphatase inhibition. O00167. recombinant Eya2, OMFP fluorescence dephosphorylation (OMFP is methylfluorescein phosphate). Potency, µM (highest dose often 76.9 µM), inactives show at the highest dose activity, negative = inhibition, hits mostly inhibitors. 0.006% of 330,000 active. AID 488837; also: potency is read from the fitted curve at half-maximal effect
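Eya2 (0.2 uM) preincubated 10 min at ambient with compound, then OMFP substrate added at 50 uM; 10 min reaction in 50 mM HEPES pH 7.5, 50 mM NaCl, 5 uM MgCl2, 0.05% BSA, 1 mM DTT. Fluorescence read at Ex 485/Em 525 nm.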
PKM2 act = increases activity of human pyruvate kinase M2. purified PKM2, Kinase-Glo ATP luminescence, activation; response scale: 0% is enzyme alone, no compound. Potency, µM (highest dose often 57.5 µM), for inactives: at the top dose activation, actives largely listed as activators. 0.34% of 260,000 active; also: potency is read from the fitted curve at half-maximal effect; nearly all actives have a fitted effect of over 55% in size
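Purified hPK-M2 (>95%) run at intermediate activity with 0.1 mM ADP and 0.5 mM PEP in 50 mM imidazole pH 7.2, KCl, MgCl2; 1 h room temperature. ATP formed read by Kinase-Glo luminescence; normalized to uninhibited and no-enzyme controls.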
uPA surface inh = blocks generation of uPA at the cell surface; Potency, µM (top dose mostly 38.3 µM), inactives show top-dose activity change, negative = inhibition, actives largely listed as inhibitors; 0.31% of 330,000 active; cell surface uPA generation assay, qHTS; active = well fitted inhibition curve with a large enough effect; inconclusive = small, poorly fitted or top-dose-only effect; inactive = no such curve, though single readings can be large or run the other way; tested in mouse RAW 264.7 cells; also: potency is read from the fitted curve at half-maximal effect; nearly all actives have a fitted effect of over 55% in size
KCNH2 WT inh = inhibitors of human wildtype KCNH2 potassium channel; Q12809; U2OS, BacMam KCNH2, thallium flux FluxOr; active compounds read low; activity change, % at 1.84 µM; 0.37% of 340,000 active; AID 720551;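 active = maximum activity change below -70%; inconclusive = maximum activity change between -70% and -50%; inactive = maximum activity change above -50%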
Target sequence (Q12809 whole entry, looked up): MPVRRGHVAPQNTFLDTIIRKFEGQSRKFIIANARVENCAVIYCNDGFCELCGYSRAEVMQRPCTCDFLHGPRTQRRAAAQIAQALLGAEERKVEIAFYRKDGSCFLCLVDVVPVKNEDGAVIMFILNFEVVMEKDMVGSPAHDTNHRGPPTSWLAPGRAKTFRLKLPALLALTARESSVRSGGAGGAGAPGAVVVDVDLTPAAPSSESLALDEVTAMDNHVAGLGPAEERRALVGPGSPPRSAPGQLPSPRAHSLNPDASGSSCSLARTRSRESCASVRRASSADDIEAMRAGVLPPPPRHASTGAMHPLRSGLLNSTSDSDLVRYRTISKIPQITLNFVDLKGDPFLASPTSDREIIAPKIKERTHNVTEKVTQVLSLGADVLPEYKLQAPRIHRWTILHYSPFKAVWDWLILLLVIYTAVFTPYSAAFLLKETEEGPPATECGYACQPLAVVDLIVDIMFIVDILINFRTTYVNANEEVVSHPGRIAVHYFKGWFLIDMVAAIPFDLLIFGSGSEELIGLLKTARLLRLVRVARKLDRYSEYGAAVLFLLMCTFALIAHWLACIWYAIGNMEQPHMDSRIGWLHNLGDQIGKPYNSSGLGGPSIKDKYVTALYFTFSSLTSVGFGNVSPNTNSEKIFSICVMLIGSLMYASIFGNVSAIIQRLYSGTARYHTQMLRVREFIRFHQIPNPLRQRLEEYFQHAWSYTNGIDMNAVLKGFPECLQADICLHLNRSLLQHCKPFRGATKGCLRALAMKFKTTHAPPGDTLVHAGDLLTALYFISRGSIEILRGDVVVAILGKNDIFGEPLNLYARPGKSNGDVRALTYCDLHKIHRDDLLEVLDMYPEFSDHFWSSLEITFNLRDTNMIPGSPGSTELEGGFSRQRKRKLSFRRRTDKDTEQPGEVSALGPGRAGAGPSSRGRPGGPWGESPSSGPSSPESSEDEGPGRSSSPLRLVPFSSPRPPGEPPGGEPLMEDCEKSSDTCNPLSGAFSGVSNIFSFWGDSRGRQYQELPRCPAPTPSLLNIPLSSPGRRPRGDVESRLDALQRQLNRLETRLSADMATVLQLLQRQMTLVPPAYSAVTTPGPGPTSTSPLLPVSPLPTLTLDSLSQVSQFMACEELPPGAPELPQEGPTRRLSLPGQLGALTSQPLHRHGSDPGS
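U2OS cells were transduced with wild-type KCNH2 virus (2.03 x 10^8 / mL) for 4 h at room temperature, then cultured overnight at 37 C. Thallium flux was read with FluxOr dye. Rate constants were normalized to DMSO controls.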
GALK inhibitor = blocks human galactokinase activity; Purified GALK, Kinase-Glo residual ATP luminescence; 0.007% of 270,000 active; Potency, µM (doses to about 57.5 µM), for the others: at the top dose activity change, negative = inhibition, usual class: inhibitors; AID 1868; P51570; also: potency is read from the fitted curve at half-maximal effect
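Compounds were pin-transferred into ATP buffer (35 uM final), then GALK plus galactose (5 nM, 100 uM final) was added. After 1 h at room temperature, Kinase-Glo Plus was added and luminescence read after 10 min.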
FBPA coupling cs = coupling enzyme interference in Giardia aldolase counter-screen; activity change, negative = inhibition, % at 58.2 µM, hits read low; 0.67% of 290,000 active; AID 2472; coupling enzyme system counterscreen, AmpLite Red fluorescence; in the data active = activity change below about -30%
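Counterscreen lacking aldolase: glyceraldehyde-3-phosphate coupling-enzyme reagent preincubated 10 min at RT with compound (at 57.5 uM final), then substrate/coupling system with AmpLite Red added; fluorescence read at 525/598 nm after 20 min RT.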
KCNH2 3.1 inh = KCNH2 3.1 (human) potassium channel inhibition | 0.95% of 340,000 active | activity change, % (tested at about 1.8 µM) | U2OS KCNH2 3.1, thallium flux FluxOr; active compounds read low;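 active = maximum activity change below -70%; inconclusive = maximum activity change from -70% to -50%; inactive = maximum activity change above -50%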;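 also: thallium influx rate constant from kinetic fluorescence after stimulation buffer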
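Normalized rate constant (relative to positive and negative DMSO controls) derived from a 2 min kinetic fluorescence read after stimulation; U2OS cells expressing the 3.1 isoform via virus at 1.77 x 10^8 /mL.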
Numbers without * were called inactive; u = inconclusive; x = not tested or not shown; & = joins results of further samples. Unless noted, calls follow the shape of the dose curve; as a rule, active = well fitted curve in the direction sought with a large enough effect; inconclusive = small, poorly fitted or top-dose-only effect, or another doubt; inactive = no such curve, though single readings can be large; an effect the other way counts as inactive or inconclusive. Unless noted, % is scaled to controls: 0 for no effect and ±100 for the full control effect. No enrichment for hits; overall some 2.4% were active at least once.

molecule,Chronic BCR inh,USP2a block,Giardia killer,B2AR arrestin,Eya2 inh,PKM2 act,uPA surface inh,KCNH2 WT inh,GALK inhibitor,FBPA coupling cs,KCNH2 3.1 inh
O=C(Nc1ccccc1N1CCOCC1)c1cccc2c(Br)cccc12,-1%,-6%,23,0.3%,4%,x,-17%,-2,5%,1,9
COc1ccc2oc(C)c(C(N)=O)c2c1,-18%,2%,-5,0.2%,-5%,5%,x,-12,0%,2,-1
COc1ccc(NC(=O)c2ccc3c(c2)CCN3S(=O)(=O)c2ccccc2)c(OC)c1,-7%,1%,20,0.3%,3%,0%,5%,-12,6%,0,-3
C=CCNC(=S)NC(CC(=O)OC)c1ccc2c(c1)OCO2 (stereo unspecified),-4%,-1%,1,0.5%,-5%,-1%,0%,2,-3%,-3,16
COc1ccccc1-c1cc(C(=O)NCCc2ccccc2)no1,u,6%,12,0.1%,-9%,-4%,-10%,-11,3%,-5,-14
Cc1c(C(=O)C(=O)N2CCCc3ccccc32)c2ccccc2n1C,-14%,-1%,2,0.5%,-8%,-7%,-1%,2,1%,-10,2
CCOC(=O)C1=C(N)N2C(=O)C(C)SC2=C(C(=O)OC)C1c1ccccc1OC (stereo unspecified),6%,-1%,5,0.0%,9%,5%,3%,-3,-2%,1,-14
CCOC(=O)Cn1c(=O)c2c(nc3n2CCCCN3c2ccc(C)cc2)n(C)c1=O,0%,3%,1,0.1%,-3%,7%,2%,-5,0%,3,-8
COc1ccc(NC(=O)CSc2nnc(Cc3ccc(C)cc3)c(=O)n2N)cc1OC,6%,0%,11,-0.2%,0%,x,-13%,2,x,x,13
CC(=O)NCCC(=O)Nc1ccc(C(N)=O)cc1,0%,3%,-7,-0.6%,-1%,0%,4%,-4,10%,1,9
Cc1noc(/C=C/c2ccco2)c1S(=O)(=O)N1CCC(C(=O)NCc2ccco2)CC1,0%,1%,2,0.0%,-9%,-1%,-10%,5,0%,-1,-7
COc1ccc(Nc2ccc([N+](=O)[O-])cc2[N+](=O)[O-])cc1,9%,-1%,3,0.0%,-2%,1%,-1%,-10,4%,4,3

Next part, overlapping the part above by 2 compounds.
molecule,Chronic BCR inh,USP2a block,Giardia killer,B2AR arrestin,Eya2 inh,PKM2 act,uPA surface inh,KCNH2 WT inh,GALK inhibitor,FBPA coupling cs,KCNH2 3.1 inh
Cc1noc(/C=C/c2ccco2)c1S(=O)(=O)N1CCC(C(=O)NCc2ccco2)CC1,0%,1%,2,0.0%,-9%,-1%,-10%,5,0%,-1,-7
COc1ccc(Nc2ccc([N+](=O)[O-])cc2[N+](=O)[O-])cc1,9%,-1%,3,0.0%,-2%,1%,-1%,-10,4%,4,3
NNC(=O)Cn1c(SCc2ccccc2)nc2ccccc21,-1%,2%,7&11,0.1%,-10%,2%,1%,8,-1%,0,1
Cc1ccc(CN2CCSCC2)cc1,-1%,-1%,10,-0.4%,12%,3%,4%,-5,1%,1,10
NS(=O)(=O)c1ccc(CCNc2ncnc3c2c(-c2ccccc2)cn3-c2ccc(F)cc2)cc1,u,-3%,-7,0.0%,7%,3%,0%,10,-3%,0,-27
Cc1nnc2sc(-c3cccc(F)c3)nn2c1=O,6%,5%,14,-0.6%,2%,x,3%,4,0%,0,-8
CC(Sc1nnnn1C1CCCC1)C(=O)Nc1cccc(S(=O)(=O)N2CCOCC2)c1 (stereo unspecified),1%,0%,6,0.3%,3%,x,4%,-18,x,x,-9
O=C(NC(=S)Nc1ccc(CN2CCCCC2)cc1)c1cc2ccccc2o1,-2%,1%,2,0.1%,-6%,-3%,5%,26,-3%,1,-94*
COc1ccc(N2CCN(C(=O)CCNS(=O)(=O)c3cccs3)CC2)cc1,0%,1%,3,-0.1%,18%,7%,10%,-8,0%,2,0
COc1ccc(C)cc1S(=O)(=O)Nc1cccc(-c2cn3cccnc3n2)c1,3%,1%,4,-1.0%,3%,1%,-7%,1,16%,-2,2
CC1CCCC(NC(=O)CSc2n[nH]c(=O)n2Cc2ccccc2)C1C (stereo unspecified),-8%,1%,-14,-0.7%,1%,x,5%,0,x,x,29
CCCCn1c(CCNC(=O)CC)nc2ccccc21,0%,-9%,12,0.0%,5%,-1%,11%,5,3%,0,-30
COC(=O)CCc1c(C)c(C#N)c2nc3ccccc3n2c1N1CCCC1,8%,1%,5,-0.3%,2%,-1%,-1%,-9,1%,0,-3
S=C(NC1CCCCC1)N1CCN(C/C=C/c2ccccc2)CC1,-6%,2%,-24,-0.7%,-6%,2%,-11%,52,1%,2,-1
CC(=O)Nc1ccc([C@H]2[C@H](C)CC[C@H]3C(=O)N4[C@@H](CC[C@@H](C)[C@@H]4c4ccc(NC(C)=O)cc4)C(=O)N32)cc1,0%,2%,x,0.2%,-2%,-2%,x,x,x,4,x
Cc1cc2c(C)nc(-c3ccccc3)nc2o1,-2%,0%,-5,-0.5%,-1%,-11%,1%,0,-1%,0,16
Cc1cccc(-c2cc(C(=O)NCCCn3ccnc3)c3ccccc3n2)c1,1%,2%,x,-0.1%,22%,-3%,x,x,3%,6,x
Cc1cc(C)nc(Nc2n[nH]c(-c3ccc(C(C)(C)C)cc3)n2)n1,-1%,3%,1,-0.4%,1%,7%,-5%,-2,6%,3,-30
COc1ccc(N(CC(=O)N/N=C/c2cccnc2)S(=O)(=O)c2ccc(C)cc2)cc1OC,-2%,-5%,-3,0.2%,9%,x,5%,-12,-2%,x,x
CCC(C)NC(=O)C1=CCN(S(=O)(=O)c2ccc(C)cc2)CC1 (stereo unspecified),3%,4%,-5,0.1%,-1%,2%,-11%,4,4%,2,-2
COc1ccc(CCNC(=O)CCC(=O)N2CCOc3ccc(Cl)cc32)cc1OC,-3%,1%,3,-0.9%,-3%,4%,-2%,-1,x,0,-4
CCCn1c(N)c(N(CCOC)C(=O)c2cccc(Cl)c2)c(=O)[nH]c1=O,8%,0%,15,0.0%,-8%,-5%,1%,-5,1%,0,7
OCCCCNc1cccc2ccccc12,-7%,-1%,-2,0.2%,0%,-4%,2%,-3,-3%,-41*,1
COC(=O)c1ccc(C(=O)NC2CCSc3ccccc32)cc1 (stereo unspecified),u,0%,-8,-1.1%,-28%,x,3%,7,-1%,0,1
Cc1ccc(-c2cn(CCN)c(-c3ccncc3)n2)cc1,0%,0%,-19,-0.9%,-3%,x,6%,x,x,x,x
COc1cc(NC(=O)n2ncc3cc(Cl)ccc32)cc(OC)c1,-1%,0%,4,0.1%,9%,x,-14%,x,x,1,15
C=CCN=C1N[C@@H](c2ccccc2)C(C(=O)OC)=C(C)N1CCOC,-3%&-9%,-1%&-1%,-17,0.1%&-1.2%,16%&9%,-2%&-3%,5%,4,x,-2&3,4
CNC(=S)N1CCC(NC(=O)C(Cc2ccc(F)cc2)NC(C)=O)CC1 (stereo unspecified),2%,7%,-5,0.0%,12%,3%,6%,-1,-1%,1,10

An excerpt of these results, with two lines to a compound:
Results follow in this order: Chronic BCR inh | USP2a block | Giardia killer | B2AR arrestin | Eya2 inh | PKM2 act | uPA surface inh | KCNH2 WT inh | GALK inhibitor | FBPA coupling cs | KCNH2 3.1 inh
> COC(=O)c1ccc(C(=O)NC2CCSc3ccccc32)cc1 (stereo unspecified)
    u | 0% | -8 | -1.1% | -28% | x | 3% | 7 | -1% | 0 | 1
> Cc1ccc(-c2cn(CCN)c(-c3ccncc3)n2)cc1
    0% | 0% | -19 | -0.9% | -3% | x | 6% | x | x | x | x
> COc1cc(NC(=O)n2ncc3cc(Cl)ccc32)cc(OC)c1
    -1% | 0% | 4 | 0.1% | 9% | x | -14% | x | x | 1 | 15
